Source: PubChem (NMMLSC)
Mcl-1 Bim block = inhibitors of Bim peptide binding to Mcl-1, primary screen, biochemical, bead-based flow cytometry, multiplex; Induced myeloid leukemia cell differentiation protein Mcl-1 (Homo sapiens), Q07820; Bim peptide-Mcl-1 binding; inhibition, % at 10 µM; 0.1% of 190,000 active;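 further: 0% = no compound tracer wells and 100% = peptide blocker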
RGS7-Gao = RGS7-Galphao binding modulators, primary screen, biochemical, multiplexed bead flow cytometry | binding response (% of control), % at 10 µM | actives lie on both sides | AID 1439, 2008 | 0.35% of 220,000 active | Guanine nucleotide-binding protein G(o) subunit alpha (Homo sapiens), P09471; in the data active means binding response below about 49% or above about 150%; inconclusive means no clear call, values can overlap the other calls; inactive means in between;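 further: fluorescent Galphao held in activated GDP-AlF4 state binding bead-coupled RGS7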
Target sequence (P09471 whole entry, looked up): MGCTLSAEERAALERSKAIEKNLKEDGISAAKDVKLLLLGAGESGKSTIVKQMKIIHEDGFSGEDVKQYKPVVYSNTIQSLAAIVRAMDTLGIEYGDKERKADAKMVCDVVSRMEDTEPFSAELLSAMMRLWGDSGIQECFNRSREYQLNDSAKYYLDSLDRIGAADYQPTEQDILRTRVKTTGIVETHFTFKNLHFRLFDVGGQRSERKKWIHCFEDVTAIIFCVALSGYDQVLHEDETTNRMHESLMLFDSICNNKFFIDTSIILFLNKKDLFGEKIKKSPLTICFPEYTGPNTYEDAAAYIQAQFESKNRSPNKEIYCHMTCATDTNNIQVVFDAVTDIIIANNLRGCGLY
Bcl-XL Bim block = inhibitors of Bim-Bcl-XL binding, primary screen, biochemical, multiplexed, bead flow cytometry, human Bcl-XL; Bcl-2-like protein 1 (Homo sapiens), Q07817; Bim peptide-Bcl-XL binding, fluorescence; inhibition, % at 10 µM; 0.04% of 190,000 active; AID 1007, 2008
Target sequence (Q07817 whole entry, looked up): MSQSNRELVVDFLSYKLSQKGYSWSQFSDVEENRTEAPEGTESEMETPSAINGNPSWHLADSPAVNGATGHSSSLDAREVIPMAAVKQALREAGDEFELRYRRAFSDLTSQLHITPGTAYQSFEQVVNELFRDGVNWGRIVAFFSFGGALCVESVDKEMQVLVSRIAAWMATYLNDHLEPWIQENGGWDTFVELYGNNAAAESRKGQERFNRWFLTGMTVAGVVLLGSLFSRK
Bim-Bcl-2 = inhibitors of Bim-Bcl-2 binding, primary screen, biochemical, multiplexed, human Bcl-2 family | Bead-based flow cytometry, Bim peptide-Bcl-2 binding | inhibition, % at 10 µM | 0.06% of 190,000 active | AID 950, 2007; in the data active means inhibition above about 40%; inconclusive means no clear call, values can overlap the other calls;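 further: 0% = no compound wells with probe peptide and 100% = reference peptide inhibitor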
Target sequence (P10415 whole entry, looked up): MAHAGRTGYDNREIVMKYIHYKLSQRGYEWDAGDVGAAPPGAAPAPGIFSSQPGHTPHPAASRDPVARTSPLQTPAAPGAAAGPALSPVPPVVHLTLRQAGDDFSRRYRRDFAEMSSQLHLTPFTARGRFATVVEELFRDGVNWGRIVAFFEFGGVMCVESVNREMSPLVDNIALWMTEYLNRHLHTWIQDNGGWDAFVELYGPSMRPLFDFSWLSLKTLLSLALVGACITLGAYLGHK
Bcl-W Bim block = inhibitors of Bim binding to Bcl-W, primary screen, biochemical, multiplexed, bead-based flow cytometry | Bcl-2-like protein 2 (Homo sapiens), Q92843 | Bim peptide-Bcl-W binding | inhibition, % at 10 µM | 0.02% of 190,000 active;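 further: 0% = bound tracer without compound and 100% = peptide blocker; higher means less fluorescent Bim peptide bound to Bcl-W beads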
ABCB1 inh = ABCB1 efflux pump inhibitors, primary screen, cell-based, multiplex, flow cytometry, ABCG2 counter-screen; ATP-dependent translocase ABCB1 (Homo sapiens), P08183; CCRF-Adr cells, JC-1 efflux; inhibition, % at 6.6 µM; 0.067% of 190,000 active; in the data active means inhibition above about 40%;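 further: 0% = vehicle and 100% = reference inhibitor; higher value means more JC-1 retained so stronger ABCB1 efflux block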
Bfl-1 Bim block = inhibitors of Bim binding to Bfl-1, primary screen, biochemical, multiplexed, bead-based flow cytometry; Bcl-2-related protein A1 (Homo sapiens), Q16548; AID 1008, 2008; inhibition, % at 10 µM; Bim-Bfl-1 binding inhibition; 0.12% of 190,000 active;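 further: 0% = wells without compound plus tracer and 100% = blocker peptide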
RGS8-Gao = RGS8-Galphao binding modulators, primary screen, biochemical, multiplexed bead flow cytometry; response (percent of control binding), % at 10 µM; Guanine nucleotide-binding protein G(o) subunit alpha (Homo sapiens), P09471; 0.34% of 220,000 active; actives lie on both sides; in the data active means response below about 60% or above about 140%; inactive means in between;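 further: Galphao activated as the GDP aluminium fluoride complex binding bead-coupled RGS8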
Bcl-B Bim block = inhibitors of Bim-Bcl-B binding, primary screen, biochemical, multiplexed, human Bcl-2 family. Bcl-2-like protein 10 (Homo sapiens), Q9HD36. bead-based flow cytometry, Bim peptide-Bcl-B binding. inhibition, % at 10 µM. 0.073% of 190,000 active;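 further: 0% = tracer peptide without compound and 100% = reference inhibitor peptide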
Target sequence (Q9HD36 whole entry, looked up): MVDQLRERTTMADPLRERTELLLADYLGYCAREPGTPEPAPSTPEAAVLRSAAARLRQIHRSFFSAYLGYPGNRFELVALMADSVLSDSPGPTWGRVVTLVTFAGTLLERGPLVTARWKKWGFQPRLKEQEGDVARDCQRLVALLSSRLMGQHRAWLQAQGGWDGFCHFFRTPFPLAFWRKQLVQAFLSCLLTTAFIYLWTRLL
ABCG2 inh = ABCG2 efflux pump inhibitors, primary screen, multiplex with ABCB1, IgMXP3 cells, flow cytometry | JC-1 efflux | inhibition, % at 6.6 µM | 0.1% of 190,000 active | AID 1325, 2008;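 active means inhibition above 80%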;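 further: 0% = DMSO and 100% = nicardipine control wells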
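Test system: IgMXP3 (ABCG2) plus far-red-tagged CCRF-Adr (ABCB1) cells / Amount: 3 million cells/mL in well / Reagent: JC-1 transporter substrate / Timing: 10 min compound exposure, 25 °C / Signal: flow cytometry, 530 nm JC-1 signal / Read-out: percent efflux inhibition, scaled nicardipine 100% to DMSO 0% / Benchmarks: nicardipine as high control, DMSO as low control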
RGS4-Gao reg = modulators of RGS4 binding to Galphao, primary screen, biochemical, multiplexed bead flow cytometry | actives lie on both sides | binding response (% of control), % at 10 µM | 0.33% of 220,000 active | AID 1415, 2008; in the data active means binding response below about 49% or above about 150%; inactive means in between;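 further: fluorescent Galphao activated with aluminum fluoride binding bead-coupled RGS4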
An asterisk follows results filed as active; ? = inconclusive; [ ] = remark or other dose. Unless noted, no stated cut-off is given here; in the data, active means inhibition above about 40%.

Sequence of screens – ABCB1 inh, Bcl-B Bim block, Bfl-1 Bim block, RGS4-Gao reg, Bcl-W Bim block, Bcl-XL Bim block, Bim-Bcl-2, ABCG2 inh, RGS7-Gao, Mcl-1 Bim block, RGS8-Gao
- CCn1c(SCC(=O)NCCc2ccccc2)nnc1C(C)C
→ 0.7, 0, 4, 79, -2, 0, 0, 3, 71, 1, 78
- COc1ccc(CCc2nnc(CCC(=O)NCc3ccc4ncccc4c3)o2)cc1
→ -0.1, 1, -4, 102, 1, 0, -3, 0, 102, 1, 101
- COc1cc(/C=N/N2C(=O)C3C4c5ccccc5C(c5ccccc54)C3C2=O)ccc1O (stereo not drawn)
→ 0.8, -9, -5, 103, -4, -6, -7, 12, 101, 3, 103
- COc1ccccc1OCC(=O)NNC(=O)c1ccoc1C
→ -0.2, -2, 1, 98, 0, -1, 0, 0, 96, -1, 96
- CCOc1ccc(C(=O)NC(=S)N(Cc2ccccc2)Cc2ccccc2)cc1
→ 0.0, -10, -15, 87, -3, -1, -5, 1, 92, 0, 96
- CNCCCC1c2ccccc2C=Cc2ccccc21
→ -0.8, -2, -2, 104, 0, 3, -1, -4, 102, 0, 105
- CN1CCN(NC(=O)c2ccccc2F)CC1
→ 0.4, -9, -12, 92, -3, -9, -5, 2, 95, -11, 98
- COc1ccc(C(=O)c2oc3ccccc3c2N)cc1
→ 0.6, -11, -10, 99, 1, 3, -12, 7, 103, 2, 99
- CC1CCN(S(=O)(=O)c2ccc(C(=O)NCc3ccc4c(c3)OCO4)cc2)CC1
→ 0.8, -8, -7, 98, 3, 5, -6, 17, 101, 0, 101
- O=C(c1cc2ccccc2oc1=O)N1CCCC1
→ 1.3, -9, -9, 98, -2, -1, -9, 7, 99, 0, 103
- O=C(/C=C/c1cccc(Br)c1)N1CCN(c2cccc(C(F)(F)F)c2)CC1
→ 0.3, -12, -4, 99, -9, -15, -5, 0, 100, -26, 96
- CCOc1ccc(S(=O)(=O)NCc2ccccc2)cc1C(N)=O
→ 1.3, -3, -4, 73, 3, -1, -2, 14, 101, -3, 84
- CCCCNc1cc(C)oc(=O)c1C(C)=O
→ 0.5, 0, 0, 96, -3, 0, -3, 2, 98, -2, 98
- O=C1C2C3C=CC(C3)C2C(=O)N1CCN1CCN(S(=O)(=O)/C=C/c2ccccc2)CC1 (stereo not drawn)
→ 1.3, 0, -3, 100, 0, 2, -3, 3, 107, 2, 102
- COc1cc(Cl)c(C)cc1NC(=O)c1ccc(NS(=O)(=O)c2ccc(F)c(F)c2)cc1
→ 0.0, 0, -3, 106, 0, -1, -4, 1, ?, 1, 102

The results go on:
Sequence of screens – ABCB1 inh, Bcl-B Bim block, Bfl-1 Bim block, RGS4-Gao reg, Bcl-W Bim block, Bcl-XL Bim block, Bim-Bcl-2, ABCG2 inh, RGS7-Gao, Mcl-1 Bim block, RGS8-Gao
- Clc1ccc(Sc2cc(Cl)c(-c3ccccc3)nn2)cc1
→ -0.1, -6, -8, 101, 3, -3, -5, 0, 102, 0, 103
- CC(C)(C)c1ccc(C(=O)N/N=C2\C3CN4CCN(C3)CC2(c2ccccc2)C4)cc1
→ 1.0, -5, -17, 116, 0, 0, -2, 7, 118, 0, 118
- COc1ccccc1-c1nnc(NC(=O)c2ccccc2F)o1
→ -0.1, -5, -9, 100, 1, -2, -6, 1, 100, 1, 99
- CCOC(=O)N1CCN(C(=O)CCNS(=O)(=O)c2cc(Br)cnc2N)CC1
→ 0.4, -8, -9, 92, 0, 1, -4, 1, 98, 9, 99
- COCCCNC(=O)CSc1nc2ccccc2c(=O)n1Cc1ccc2c(c1)OCO2
→ 1.0, -7, -12, 101, -5, -3, -6, 2, 104, -3, 108
- O=C(CCCN1C(=O)c2cccnc2C1=O)N1CC(=O)N(CCc2ccccc2)C(=O)C1
→ 0.6, -4, -8, 95, -3, -4, -6, 4, 96, 0, 94
- CC(=O)c1cc(C(c2csc(C(C)=O)c2)c2csc(C(C)=O)c2)cs1
→ 0.8, -41, -29, 96, -29, -28, -28, 0, 102, -28, 95
- O=C(COC(=O)/C=C/c1cccc(Cl)c1)NCCc1ccc(Cl)cc1Cl
→ -0.1, -1, -4, 104, -2, -2, -5, 1, 101, -6, 104
- COC(=O)c1ccc(/C=C/c2ccc3cccc(OC)c3n2)cc1
→ 0.6, -11, -4, 99, -4, -6, -5, 37, 101, -6, 100
- Cc1cc(N(C)C)cc(C)[n+]1[O-]
→ 0.1, -4, -6, 91, 0, 0, -4, 1, 90, 0, 94
- COc1ccc(NC(=O)Nc2cc(F)ccc2C)cc1
→ 0.4, -8, -6, 98, -3, -3, -5, 11, 98, -1, 99
- S=C(NCCc1ccccn1)Nc1cccc(Cl)c1
→ -1.1, 0, 5, 105, 0, 1, 0, -5, 101, -2, 108
- O=C(c1ccc(S(=O)(=O)NCc2ccco2)cc1)N1CCN(Cc2ccc3c(c2)OCO3)CC1
→ 0.6, -1, 0, 122, -1, -1, -7, 1, 120, 1, 158*[activator]
- COc1ccccc1N1CCN(/N=C/c2ccc(O)c(O)c2)CC1
→ 0.0, -4, 7, 94, 3, 0, 2, 3, 96, 2, 95
- Cc1cccc2cc(CN(CCCO)C(=O)Nc3ccccc3Cl)c(=O)[nH]c12
→ 1.8, -3, -8, 98, 0, -6, -4, 9, 99, 0, 100

Following part
Sequence of screens – ABCB1 inh, Bcl-B Bim block, Bfl-1 Bim block, RGS4-Gao reg, Bcl-W Bim block, Bcl-XL Bim block, Bim-Bcl-2, ABCG2 inh, RGS7-Gao, Mcl-1 Bim block, RGS8-Gao
- Fc1ccccc1-c1nc(NCc2ccco2)c2ccccc2n1
→ 0.1, 3, -6, 101, 0, 1, 0, 3, 96, 6, 102
- O=C(Cn1nnc(-c2ccncc2)n1)N1CCc2ccccc21
→ 0.4, -2, -19, 102, 1, -2, -12, -1, 99, 0, 102
- CC(c1ccccc1)n1c(SCC(=O)N2CC(=O)Nc3ccccc32)nc2ccccc2c1=O (stereo not drawn)
→ 17, -9, 1, 98, -5, -5, -5, 38, 94, 3, 95
- CCCCNC1=NCCS1
→ 0.8, -3, -6, 92, 0, -3, -1, 1, 93, -3, 98
- Cc1ccccc1C(=O)OCCCN=C1NS(=O)(=O)c2ccccc21
→ 0.4, 5, 9, 101, 1, 2, 1, 13, 104, -1, 97
- COc1ccccc1[C@@H]1C(c2cccc(Cl)c2)=NN(c2ccc(Br)cc2)[C@H]1C(=O)N1CCOC1=O
→ -0.5, -2, 2, 100, 2, 0, -1, -3, 100, 0, 98
- CCS(=O)(=O)C1=NN2C(=N)/C(=C\c3ccc(SCc4ccco4)o3)C(=O)N=C2S1
→ -0.7, 0, -3, 102, 0, -2, 2, -4, 95, 5, 99
- N#CC(C(=O)NCc1ccccc1)c1nc2ccccc2nc1N1CCCC1 (stereo not drawn)
→ 0.6, -4, -1, 91, 0, 1, -5, 6, 92, -2, 96
- N#C/C(=C\c1ccc(-c2ccc(S(=O)(=O)N3CCOCC3)cc2)o1)C(=O)NC1CC1
→ 0.6, -3, -1, 107, -2, -7, -3, 7, 107, -4, 112
- COC(=O)Cc1cc(=O)n(-c2ccccc2)[nH]1
→ 0.1, -4, -11, 100, 5, -3, -6, 1, 97, 2, 99
- CC(c1ccccc1)N(CC(=O)NC1CCCCC1)S(=O)(=O)c1cccc(C(F)(F)F)c1 (stereo not drawn)
→ 2.0, -3, -2, 105, -2, -3, -4, 0, 101, -1, 106
- COc1ccc(S(=O)(=O)NC(C)(C)C)cc1-c1nnc2c3ccccc3c(C)nn12
→ 0.4, -7, -13, 95, 0, -3, -8, 13, 100, -1, 100
- COc1ccc(C(=O)NC(=O)Nc2cc(C)ccn2)cc1
→ 0.0, -10, -9, 100, -1, -9, -2, 1, 102, -6, 101
- COc1ccc(Nc2nnc(SCC(=O)N3CCCC3)s2)cc1
→ 0.0, -11, -10, 100, 3, -25, -5, 1, 97, -6, 102
- Cc1nnc(NC(=O)COc2ccccc2)s1
→ 0.6, -4, -7, 104, 4, 0, -1, 4, 104, 2, 101

(further entries)
Sequence of screens – ABCB1 inh, Bcl-B Bim block, Bfl-1 Bim block, RGS4-Gao reg, Bcl-W Bim block, Bcl-XL Bim block, Bim-Bcl-2, ABCG2 inh, RGS7-Gao, Mcl-1 Bim block, RGS8-Gao
- Cc1nn(C)c(Oc2ccc(Cl)cc2)c1C(=O)Nc1ccc(F)cc1F
→ 0.3, -6, -9, 92, 1, -11, -5, 2, 95, -2, 93
- CC(C)OCCCNC(=O)C1CCN(S(=O)(=O)N2CCCCC2)CC1
→ 1.1, -4, -2, 90, -1, -1, 3, 2, 92, 0, 93
- COc1ccccc1CNC(=O)C1CCN(S(C)(=O)=O)CC1
→ 0.4, -10, -15, 95, -4, 0, -8, 1, 97, 1, 100
- CCOc1ccc(NS(=O)(=O)c2ccc(OC)c(NC(=O)c3ccc4c(c3)OCCO4)c2)cc1
→ 0.0, -7, -2, 100, -5, -7, -5, 0, 101, -2, 102
- Cc1cc2nccc(-c3ccc(Cl)c([N+](=O)[O-])c3)n2n1
→ 1.4, -2, -5, 100, -3, 0, -1, 6, 99, 3, 100
- COc1cc(-c2[nH]ncc2CN(C)Cc2cc(C)[nH]n2)cc(OC)c1OC
→ -0.1, -7, -14, 103, -1, -5, -10, 0, 104, -2, 104

Shown field by field: entries from further up.
COc1ccccc1CNC(=O)C1CCN(S(C)(=O)=O)CC1
  ABCB1 inh = 0.4 | Bcl-B Bim block = -10 | Bfl-1 Bim block = -15 | RGS4-Gao reg = 95 | Bcl-W Bim block = -4 | Bcl-XL Bim block = 0 | Bim-Bcl-2 = -8 | ABCG2 inh = 1 | RGS7-Gao = 97 | Mcl-1 Bim block = 1 | RGS8-Gao = 100

CCOc1ccc(NS(=O)(=O)c2ccc(OC)c(NC(=O)c3ccc4c(c3)OCCO4)c2)cc1
  ABCB1 inh = 0.0 | Bcl-B Bim block = -7 | Bfl-1 Bim block = -2 | RGS4-Gao reg = 100 | Bcl-W Bim block = -5 | Bcl-XL Bim block = -7 | Bim-Bcl-2 = -5 | ABCG2 inh = 0 | RGS7-Gao = 101 | Mcl-1 Bim block = -2 | RGS8-Gao = 102
